IDH1 mut inh: blocks human IDH1 R132H reductase activity; O75874; diaphorase/resazurin fluorescence, 60 min; inhibition, % at 10 µM; 0.18% of 70,000 active; in the data active = inhibition above about 34%;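 also: 0% = DMSO and 100% = no enzyme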
Target sequence (O75874 whole entry R132H): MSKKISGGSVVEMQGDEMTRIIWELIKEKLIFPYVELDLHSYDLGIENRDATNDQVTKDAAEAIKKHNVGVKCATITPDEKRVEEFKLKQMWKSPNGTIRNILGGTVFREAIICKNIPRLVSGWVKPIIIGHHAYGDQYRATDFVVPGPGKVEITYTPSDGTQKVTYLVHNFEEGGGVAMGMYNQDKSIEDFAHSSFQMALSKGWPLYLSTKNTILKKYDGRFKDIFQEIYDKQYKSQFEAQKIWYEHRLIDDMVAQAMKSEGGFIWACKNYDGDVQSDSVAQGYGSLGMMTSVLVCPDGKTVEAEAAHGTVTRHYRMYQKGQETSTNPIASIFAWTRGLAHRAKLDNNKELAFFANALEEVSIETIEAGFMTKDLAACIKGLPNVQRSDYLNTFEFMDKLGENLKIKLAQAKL
EZH2 inh: blocks human EZH2/PRC2 H3K27 methylation | Q15910 | DELFIA TRF, 1 h | inhibition, % at 12.5 µM | 0.35% of 57,000 active;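 active = mean inhibition of replicates at least 50% and every single replicate also reaching 50%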;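 also: dimethyl H3K27 on biotinylated H3 21-44 peptide detected by antibody; plate controls were median neutral control wells for no effect and median positive control wells for full effect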
* = called active by the depositor; x = not tested or not shown. This is a subset; the hit share may differ from the screen's.

Screens in order – EZH2 inh | IDH1 mut inh
1. C[C@H]1CN([C@@H](C)CO)C(=O)c2cc(NC(=O)Nc3ccccc3)ccc2O[C@H]1CN(C)Cc1ccc(Cl)c(Cl)c1
    x | 0.3
2. CC(=O)c1ccc(-n2c(CCC(=O)O)ccc2-c2cccs2)cc1
    18.9 | 1.3
3. CO[C@@H]1CN(C)C(=O)c2cc(NS(=O)(=O)c3ccc(-c4ccccc4)cc3)ccc2OC[C@H](C)NC[C@H]1C
    -5.4 | 0.3
4. C[C@H]1CN([C@@H](C)CO)C(=O)c2cc(NC(=O)NC3CCCCC3)ccc2O[C@H]1CN(C)C(=O)Nc1ccccc1
    0.3 | 0.1
5. C[C@@H]1CN([C@H](C)CO)S(=O)(=O)c2ccc(-c3cccc(C#N)c3)cc2O[C@@H]1CN(C)C(=O)C1CC1
    x | -0.5
6. COc1cc(C(=O)N(Cc2ccco2)c2ccc(O)cc2)cc(OC)c1OC
    x | 1.5
7. COc1ccc(NC(=O)CN(C2CCCCC2)S(=O)(=O)c2ccc(Cl)cc2)cc1
    15.0 | 0.2
8. O=C(NCC[C@H]1CC[C@@H](NS(=O)(=O)c2ccc(F)cc2)[C@@H](CO)O1)Nc1ccc(F)cc1
    0.1 | -0.4
9. Cc1noc(C)c1NC(=O)Nc1ccc2c(c1)C(=O)N([C@H](C)CO)C[C@H](C)[C@H](CN(C)C(=O)NC(C)C)OCCCC[C@@H](C)O2
    x | 4.4
10. COc1ccc(S(=O)(=O)Nc2ccc3c(c2)C(=O)N([C@H](C)CO)C[C@@H](C)[C@@H](CN(C)C(=O)Nc2ccc(C(F)(F)F)cc2)O3)cc1
    x | 0.6
11. C[C@@H]1CN([C@H](C)CO)C(=O)c2cc(C3=CCCC3)cnc2O[C@H]1CN(C)C
    -6.9 | -1.4
12. CC1OC(O[C@H]2[C@@H](O)C[C@@]3(C)C(CC[C@]4(C)C3CC=C3[C@@H]5CC(C)(C)CC[C@]5(C(=O)OC5OC(C)C(OC6OCC(OC7OCC(O)C(OC8OCC(O)C(O)C8O)C7O)C(O)C6O)C(O)C5O)CC[C@]34C)[C@]2(C)CO)C(O)C(OC2OC(CO)C(O)C(O)C2O)C1O (some centres undefined)
    15.4 | -0.1
13. C[C@@H]1CN([C@H](C)CO)C(=O)c2cc(-c3ccccc3F)cnc2O[C@H]1CN(C)Cc1cccc(C(=O)O)c1
    -4.4 | -1.8
14. C[C@H](CO)N1C[C@H](C)[C@H](CN(C)S(=O)(=O)c2cccc(F)c2)Oc2ncccc2C1=O
    1.8 | 6.7
15. C[C@@H]1CN([C@H](C)CO)C(=O)c2cccc(NS(=O)(=O)c3cccs3)c2O[C@H]1CN(C)Cc1ccc(C(F)(F)F)cc1
    -7.1 | x
16. CCC(=O)N1C[C@@H](C)[C@H](OC)CN(C)C(=O)c2cc(NC(=O)c3ccc(F)cc3)ccc2OC[C@H]1C
    4.3 | -0.3
17. C[C@H](CO)N1C[C@H](C)[C@H](CN(C)C(=O)Nc2cccc3ccccc23)Oc2ccc(NS(=O)(=O)c3ccccc3)cc2C1=O
    -3.9 | -0.2
18. COc1ccc(NC(=O)Nc2ccc3c(c2)CC(=O)N([C@H](C)CO)C[C@H](C)[C@H](CN(C)C(=O)NC2CCCCC2)O3)cc1
    -11.4 | x
19. C[C@H](O)C#Cc1cnc2c(c1)C(=O)N([C@H](C)CO)C[C@@H](C)[C@@H](CN(C)C(=O)CC1CC1)O2
    -10.9 | x
20. CCn1c(SCC(=O)Nc2ccccc2C)nnc1-c1ccc(Br)cc1
    -8.2 | 0.0
21. COc1ccccc1Nc1nc(N)nc(-c2oc3ccccc3c2C)n1
    28.4 | -0.8
22. Cc1ccc(S(=O)(=O)Nc2ccc3c(c2)CC(=O)N([C@H](C)CO)C[C@H](C)[C@@H](CN(C)C(=O)NC(C)C)O3)cc1
    5.3 | -0.5
23. C[C@@H]1CCCCO[C@H](CN(C)C(=O)Nc2ccccc2)[C@H](C)CN([C@@H](C)CO)C(=O)c2cc(NC(=O)c3ccncc3)ccc2O1
    x | 1.5
24. Cc1ccc(S(=O)(=O)N(C)C[C@@H]2Oc3ccc(N(C)C)cc3CC(=O)N([C@@H](C)CO)C[C@H]2C)cc1
    x | -11.4
25. C[C@@H]1CN([C@H](C)CO)C(=O)CCCn2cc(nn2)CO[C@@H]1CN(C)C(=O)Cc1ccccc1
    3.5 | 1.9
26. COc1ccccc1S(=O)(=O)N[C@H]1CC[C@H](CCn2cc(C3CCCCC3)nn2)O[C@@H]1CO
    -5.7 | 0.0
27. COCC#Cc1cnc2c(c1)C(=O)N([C@@H](C)CO)C[C@@H](C)[C@@H](CN(C)C(=O)c1cnccn1)O2
    -11.6 | 4.5
28. Cc1noc(C)c1NC(=O)N(C)C[C@H]1Oc2ccc(NS(=O)(=O)c3ccc(Cl)cc3)cc2CC(=O)N([C@@H](C)CO)C[C@@H]1C
    x | -3.3
29. COC(=O)C[C@H]1CC[C@H](NC(=O)c2ccccc2)[C@H](CO)O1
    -2.1 | -0.2
30. COc1ccc(S(=O)(=O)N(C)C[C@H]2Oc3ccc(NS(=O)(=O)c4ccccc4)cc3C(=O)N([C@@H](C)CO)C[C@@H]2C)cc1
    x | 0.2
31. COc1ccc(NC(=O)N(C)C[C@H]2OCCCC[C@@H](C)Oc3ccc(NS(=O)(=O)c4ccc(C)cc4)cc3C(=O)N([C@@H](C)CO)C[C@@H]2C)cc1
    x | -1.9
32. COc1ccccc1CNC(=O)C[C@@H]1C[C@H]2c3cc(NS(C)(=O)=O)ccc3O[C@H]2[C@H](CO)O1
    -1.0 | 0.0
33. CC(C)NC(=O)Nc1ccc2c(c1)CC(=O)N([C@H](C)CO)C[C@H](C)[C@H](CN(C)C(=O)Nc1ccc3c(c1)OCO3)O2
    x | -14.7
34. C[C@H](O)C#Cc1cnc2c(c1)C(=O)N([C@@H](C)CO)C[C@H](C)[C@@H](CN(C)Cc1cccc(F)c1)O2
    -0.1 | -0.9
35. C[C@@H]1CN([C@@H](C)CO)C(=O)Cc2cc(NS(=O)(=O)c3ccc(Cl)cc3)ccc2O[C@@H]1CN(C)Cc1ccc2c(c1)OCO2
    x | 0.8
36. C[C@H](CO)N1C[C@H](C)[C@@H](CN(C)C(=O)Nc2ccc(C(F)(F)F)cc2)Oc2ccc(NS(=O)(=O)c3ccc(Cl)cc3)cc2CC1=O
    x | -0.4
37. C[C@@H]1CCCCO[C@H](CN(C)S(=O)(=O)c2cn(C)cn2)[C@@H](C)CN([C@@H](C)CO)C(=O)c2cc(NC(=O)Nc3cccc4ccccc34)ccc2O1
    x | -3.5
38. C[C@@H]1CN([C@H](C)CO)S(=O)(=O)c2ccc(C3=CCCC3)cc2O[C@@H]1CN(C)C(=O)C1CCCCC1
    -9.6 | x
39. C[C@@H]1CN([C@H](C)CO)C(=O)CCCn2nncc2CO[C@H]1CN(C)C(=O)Nc1cccc(Oc2ccccn2)c1
    x | 0.5
40. COCC#Cc1ccc2c(c1)O[C@H](CN(C)C(C)=O)[C@H](C)CN([C@@H](C)CO)S2(=O)=O
    3.7 | 1.8
41. O=C(O)C[C@@H]1C[C@H]2c3cc(NC(=O)Nc4ccc(C(F)(F)F)cc4)ccc3O[C@H]2[C@H](CO)O1
    6.5 | 0.3
42. C[C@H]1OC(=O)c2c(O)ccc(O)c2[C@H]1O
    x | 0.3
43. O=C(C[C@H]1C=C[C@@H](NS(=O)(=O)c2ccc(F)cc2)[C@@H](CO)O1)NCc1ccc(Cl)c(Cl)c1
    10.9 | -0.2
44. CCOC(=O)Cc1cc(-c2ccccc2O)nc2ccc3ccccc3c12
    -3.1 | 1.5
45. C[C@H]1CN([C@@H](C)CO)C(=O)c2cccc(NC(=O)C3CCCCC3)c2O[C@H]1CN(C)C(=O)Nc1ccc(F)cc1
    x | -7.0
46. COc1ccccc1CNC(=O)C[C@@H]1CC[C@@H](NC(=O)CN(C)C)[C@@H](CO)O1
    -3.8 | 0.4
47. COc1ccccc1-c1cnc2c(c1)C(=O)N([C@@H](C)CO)C[C@H](C)[C@H](CN(C)C(=O)c1cccnc1)O2
    -0.9 | -0.3
48. C[C@@H](NC(=O)C[C@H]1CC[C@@H](NC(=O)C2CC2)[C@H](CO)O1)c1ccccc1
    -3.5 | 3.4
49. CO[C@@H](CN(C)S(=O)(=O)c1ccc(F)cc1)[C@@H](C)CN(Cc1ccccc1Cl)[C@@H](C)CO
    19.0 | -0.9
50. C[C@@H]1CN([C@@H](C)CO)C(=O)c2cccc(NC(=O)NC3CCCCC3)c2O[C@H]1CN(C)S(=O)(=O)c1ccc(Cl)cc1
    x | 2.0
51. Cc1ccc(-c2ccc3c(c2)O[C@@H](CN(C)C(=O)Nc2ccc(C(F)(F)F)cc2)[C@@H](C)CN([C@@H](C)CO)S3(=O)=O)cc1
    x | 0.1
52. C[C@H](CO)N1C[C@H](C)[C@H](CN(C)Cc2ccccc2)Oc2c(NC(=O)Nc3ccc(F)cc3)cccc2C1=O
    x | 0.1
53. Cc1cccc(S(=O)(=O)N(C)C[C@@H]2OCc3cn(nn3)CCCC(=O)N([C@H](C)CO)C[C@H]2C)c1
    x | 0.7
54. c1ccc(-c2ccc(OCCCCSc3ncccn3)cc2)cc1
    x | -0.4
55. CC(=O)c1cccc(NC(=O)CN(Cc2ccccc2)S(C)(=O)=O)c1
    x | 0.2
56. COc1ccc(NC(=O)CSc2nccc(C)n2)cc1
    11.1 | 0.1
57. O=C(Nc1ccccc1[N+](=O)[O-])C1(c2ccccc2)CCN(S(=O)(=O)c2ccccc2)CC1
    10.2 | 0.9
58. Cc1nc(-c2ccccc2O)n(S(=O)(=O)N(C)C)n1
    -4.9 | 0.2
59. C[C@H](CO)N1C[C@H](C)[C@H](CN(C)Cc2ccccc2)Oc2ccc(NC(=O)Nc3ccccc3)cc2CC1=O
    -11.2 | 0.3
60. C[C@H](CO)N1C[C@H](C)[C@@H](CN(C)S(=O)(=O)c2cn(C)cn2)Oc2ccc(NS(=O)(=O)c3ccccc3)cc2CC1=O
    x | -16.9

Quoted at random: 3 entries already listed, in no set order.
Screens in order – EZH2 inh | IDH1 mut inh
46. COc1ccccc1CNC(=O)C[C@@H]1CC[C@@H](NC(=O)CN(C)C)[C@@H](CO)O1
    -3.8 | 0.4
48. C[C@@H](NC(=O)C[C@H]1CC[C@@H](NC(=O)C2CC2)[C@H](CO)O1)c1ccccc1
    -3.5 | 3.4
55. CC(=O)c1cccc(NC(=O)CN(Cc2ccccc2)S(C)(=O)=O)c1
    x | 0.2

The results go on:
Screens in order – EZH2 inh | IDH1 mut inh
61. COc1cccc(-c2cn(CC[C@@H]3CC[C@H](NC(C)=O)[C@@H](CO)O3)nn2)c1
    11.9 | -0.4
62. COc1ccc(S(=O)(=O)N(C)C[C@@H]2Oc3c(NC(=O)Nc4ccc(C(F)(F)F)cc4)cccc3C(=O)N([C@@H](C)CO)C[C@H]2C)cc1
    x | 0.3
63. CCCNC(=O)Nc1ccc2c(c1)OC[C@@H](C)N(C(=O)C1CCOCC1)C[C@@H](C)[C@@H](OC)CN(C)C2=O
    -1.6 | 0.1
64. C[C@@H]1CN([C@H](C)CO)C(=O)c2cc(NC(=O)Nc3ccccc3)ccc2O[C@@H]1CN(C)S(=O)(=O)c1ccccc1
    -1.2 | 2.2
65. C[C@@H]1CN([C@@H](C)CO)C(=O)c2cccc(NS(=O)(=O)c3cccs3)c2O[C@@H]1CN(C)C(=O)NC1CCCCC1
    x | 1.9
66. Cc1noc(C)c1NC(=O)Nc1cccc2c1O[C@@H](CN(C)Cc1ccc(Oc3ccccc3)cc1)[C@H](C)CN([C@@H](C)CO)C2=O
    x | 1.8
67. C[C@@H]1CN([C@H](C)CO)C(=O)Cc2cc(NS(C)(=O)=O)ccc2O[C@H]1CN(C)C
    0.9 | -0.2
68. C[C@@H]1CCCCO[C@@H](CN(C)S(=O)(=O)c2ccccc2)[C@@H](C)CN([C@H](C)CO)C(=O)c2cc(NC(=O)Nc3ccc(C(F)(F)F)cc3)ccc2O1
    x | 1.1
69. C[C@@H]1CN([C@@H](C)CO)C(=O)c2cc(NC(=O)Nc3ccc(C(F)(F)F)cc3)ccc2O[C@@H]1CN(C)C(=O)Nc1ccc2c(c1)OCO2
    x | -2.8
70. CO[C@H]1CN(C)C(=O)c2ccc(NC(=O)C3CCOCC3)cc2OC[C@@H](C)NC[C@H]1C
    4.2 | 0.4
71. O=C(NO)c1ccc(C(=O)N/N=C/c2ccc(B(O)O)cc2)cc1
    1.5 | -0.2
72. C[C@H]1CN([C@@H](C)CO)S(=O)(=O)c2ccc(-c3cccc(C#N)c3)cc2O[C@H]1CN(C)C(=O)c1ccc(F)cc1
    3.3 | -2.1
73. C[C@@H]1CN([C@H](C)CO)C(=O)c2cccc(NC(=O)C3CC3)c2O[C@@H]1CN(C)CC1CCCCC1
    x | 0.2
74. COCC(=O)N(C)C[C@H]1Oc2cc(-c3ccccc3)ccc2S(=O)(=O)N([C@@H](C)CO)C[C@@H]1C
    -0.4 | 3.7
75. C[C@@H]1CN([C@H](C)CO)C(=O)c2cc(NS(=O)(=O)c3ccc(F)cc3)ccc2O[C@H]1CN(C)S(=O)(=O)c1ccc(F)cc1
    x | 0.5
76. CC(C)CC#Cc1ccc2c(c1)O[C@@H](CN(C)Cc1ccccc1F)[C@H](C)CN([C@@H](C)CO)S2(=O)=O
    14.0 | -2.2
77. COCC#Cc1cnc2c(c1)C(=O)N([C@@H](C)CO)C[C@@H](C)[C@H](CN(C)C(=O)C1CC1)O2
    -2.3 | x
78. C[C@@H]1CN([C@H](C)CO)C(=O)c2cc(NC(=O)Nc3cccc4ccccc34)ccc2O[C@@H](C)CCCCO[C@H]1CN(C)S(=O)(=O)c1ccc(Cl)cc1
    x | 2.4

Taken from above:
Under EZH2 inh, no. 72 is entered as 3.3
Under IDH1 mut inh, no. 62 is entered as 0.3

Among those listed so far, these contain a thiophene ring, fused or not.
Screens in order – EZH2 inh | IDH1 mut inh
2. CC(=O)c1ccc(-n2c(CCC(=O)O)ccc2-c2cccs2)cc1
    18.9 | 1.3
15. C[C@@H]1CN([C@H](C)CO)C(=O)c2cccc(NS(=O)(=O)c3cccs3)c2O[C@H]1CN(C)Cc1ccc(C(F)(F)F)cc1
    -7.1 | x
65. C[C@@H]1CN([C@@H](C)CO)C(=O)c2cccc(NS(=O)(=O)c3cccs3)c2O[C@@H]1CN(C)C(=O)NC1CCCCC1
    x | 1.9

Bioassay records from PubChem BioAssay.
